Compound activity: PubChem, several laboratories
Fibroblast inh – antiproliferative effect on LL 47 fibroblasts – human, LL 47 cells, CellTiter-Glo luminescence, primary screen; viability, % at 10 µM; 85,000 compounds, 1.1% hits; LL 47 human lung fibroblast viability, ATP luminescence; stronger effect = lower value; AID 719, 2007;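 active means viability at or below 50% in the single dose screen; inactive means viability above 50%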;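 further: compound exposure lasted 72 h before the ATP readout; 100% = median luminescence of untreated cell-only wells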
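Signal: luminescent ATP detection, CellTiter-Glo; assay system: LL 47 human lung fibroblasts; input: 1,150 cells/well; incubation: overnight cell rest, 72 h compound treatment at 37 °C; measure: % viability versus median cells-only luminescence; medium: IMEM growth medium with 15% fetal bovine serum; dosing: compound addition at 0.1% DMSO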
H69AR inhibit – proliferation blockers of H69AR lung cancer cells, primary screen, cell-based, human, 86K library; H69AR lung tumor viability, ATP luminescence, 72 h; stronger effect = lower value; viability, % at 10 µM; 85,000 compounds, 6% hits; AID 598, 2007;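 active means viability at or below 40%; inactive means viability above 40%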;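 further: multidrug resistant small cell line overexpressing MRP-1 efflux transporter; 100% = mean luminescence of untreated control wells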
Smad3 inh – Smad3/FoxH1 peptide binding inhibitors, primary screen, biochemical, TR-FRET | Mothers against decapentaplegic homolog 3 (Homo sapiens), P84022 | inhibition, % at 25 µM | 88,000 compounds, 0.29% hits | TR-FRET Smad3/Dy647-FoxH1 peptide binding, europium anti-His;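 active means compounds that reduce the energy-transfer binding signal between the protein and its labelled peptide by more than half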;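 further: 0% = Smad3 plus labelled peptide maximal FRET and 100% = peptide-only background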
Target sequence (P84022 whole entry, looked up): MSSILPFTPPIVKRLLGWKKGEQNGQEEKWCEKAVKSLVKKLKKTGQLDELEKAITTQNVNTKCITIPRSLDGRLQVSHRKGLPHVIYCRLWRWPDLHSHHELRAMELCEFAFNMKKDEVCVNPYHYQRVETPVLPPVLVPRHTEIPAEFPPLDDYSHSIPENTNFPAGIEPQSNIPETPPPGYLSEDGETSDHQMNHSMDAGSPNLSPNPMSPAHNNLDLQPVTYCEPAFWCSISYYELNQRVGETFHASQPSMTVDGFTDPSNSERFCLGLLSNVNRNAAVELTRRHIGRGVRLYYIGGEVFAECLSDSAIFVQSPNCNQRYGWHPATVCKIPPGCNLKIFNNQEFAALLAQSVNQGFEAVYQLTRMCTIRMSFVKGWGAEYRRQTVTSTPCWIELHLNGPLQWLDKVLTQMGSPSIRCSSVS
HUVEC inhibit – inhibitors of HUVEC proliferation, primary screen, cell-based, 384-well; viability, % at 10 µM (by protocol); 86,000 compounds, 1.1% hits; AID 648, 2007; CellTiter-Glo luminescence, 72 h; stronger effect = lower value;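 active means viability at or below 30%; inactive means viability above 30%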;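 further: 100% = median luminescence of DMSO-only cell control wells on each plate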
ERa SRC1 pot – enhancers of ERα–SRC-1 coactivator binding, primary screen, biochemical, TR-FRET, ERα LBD, low estradiol | Estrogen receptor (Homo sapiens), P03372 | 86,000 compounds, 1.3% hits | TR-FRET ERalpha-LBD/SRC-Cy5 coactivator binding, 2 h; 100 = basal binding, no effect | coactivator binding (% of control), % at 25.6 µM | AID 639, 2007; in the data active means activity above about 200%;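 further: binding measured in presence of low estradiol as agonist stimulus; 0% = peptide alone without receptor and 100% = receptor with peptide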
Target sequence (P03372 whole entry, looked up, the tested form may be a part): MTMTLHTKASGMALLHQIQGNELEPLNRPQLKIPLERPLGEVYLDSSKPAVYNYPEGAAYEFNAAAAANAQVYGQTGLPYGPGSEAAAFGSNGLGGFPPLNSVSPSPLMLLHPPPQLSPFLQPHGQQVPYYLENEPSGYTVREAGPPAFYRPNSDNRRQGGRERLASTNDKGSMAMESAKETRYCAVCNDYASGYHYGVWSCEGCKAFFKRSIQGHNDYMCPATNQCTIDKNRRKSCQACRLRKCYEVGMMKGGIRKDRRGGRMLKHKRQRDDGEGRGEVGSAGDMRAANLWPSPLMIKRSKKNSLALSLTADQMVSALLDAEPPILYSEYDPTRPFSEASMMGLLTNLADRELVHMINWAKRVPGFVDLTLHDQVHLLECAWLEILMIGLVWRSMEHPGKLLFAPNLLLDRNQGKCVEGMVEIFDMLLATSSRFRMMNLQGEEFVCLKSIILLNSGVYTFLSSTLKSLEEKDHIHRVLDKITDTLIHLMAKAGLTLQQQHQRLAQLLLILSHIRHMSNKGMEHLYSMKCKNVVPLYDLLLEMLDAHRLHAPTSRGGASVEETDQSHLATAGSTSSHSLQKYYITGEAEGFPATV
sEH act – soluble epoxide hydrolase activators, primary screen, biochemical, human sEH | purified human sEH enzymatic activity, activator screen | activation, % at 2 µM | Bifunctional epoxide hydrolase 2 (Homo sapiens), P34913 | AID 717, 2007 | 91,000 compounds, 0.04% hits; in the data active means activation above about 37%; further: values of inactives mirror those of a sister screen read the other way
ERb SRC1 inh – inhibitors of ERβ-SRC1 coactivator interaction, primary screen, biochemical, TR-FRET, ERβ LBD, SRC-1 peptide. Estrogen receptor beta (Homo sapiens), Q92731. TR-FRET ER-beta LBD / SRC1-Cy5 peptide binding; receptor agonist-loaded with 1 µM estradiol. inhibition, % at 25.6 µM. 86,000 compounds, 1.3% hits;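 active means compounds whose percent inhibition of the receptor-coactivator binding signal exceeds about 50% in the single-dose screen, limit read from the data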;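 further: 0% = receptor plus peptide wells without compound and 100% = peptide-only wells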
Candida biofilm – clotrimazole potentiators killing Candida biofilms, primary screen, with clotrimazole, Alamar Blue; C. albicans biofilm + clotrimazole; inhibition, % at 6 µM; 85,000 compounds, 0.14% hits; AID 834, 2007;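 active means inhibition above 20%; inactive means inhibition below 20%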;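 further: preformed 24 hr biofilms exposed to compound for 48 hr; 0% = biofilm without compound and 100% = blank killed by clotrimazole plus chlorhexidine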
ERa SRC1 inh – ERα–SRC-1 coactivator interaction inhibitors, primary screen, biochemical, TR-FRET, ERα LBD, estradiol-bound | Estrogen receptor (Homo sapiens), P03372 | inhibition, % at 25.6 µM | AID 629, 2007 | TR-FRET ER-alpha LBD / SRC-1 peptide | 86,000 compounds, 1.7% hits; in the data active means inhibition above about 50%;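 further: 0% = receptor plus peptide control and 100% = peptide only without receptor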
The depositor's hits bear a star; · = no result given; [ ] = another dose, or the depositor's remark.

no.	Molecule	Fibroblast inh	H69AR inhibit	Smad3 inh	HUVEC inhibit	ERa SRC1 pot
1	CO/C([O-])=N/c1c[n+](-c2ccc(C)cc2)no1	110	93	7	95	104
2	COc1ccc(CCNc2nc3ccccc3n3nnnc23)cc1OC	95	85	8[fluorescence artefact?]	86	89[fluorescence artefact?]
3	CCC(c1nnnn1Cc1ccco1)N(CCc1ccccc1)Cc1cc2ccc(OC)cc2[nH]c1=O (stereo not drawn)	94	23*	6	82	130
4	COC(=O)CSc1nnc(CSc2nc(C)cc(C)n2)n1Cc1ccco1	96	105	2	93	100
5	O=c1c2[nH]c3ccccc3c2ncn1CCC1=CCCCC1	101	99	3	92	308*[fluorescence artefact?]
6	COC(=O)C1=C(C)NC(C)=C(C(=O)OC)C1c1ccc(N(C)C)cc1	104	91	-2	97	125
7	Cn1c(=O)c2cn3c(c2n(C)c1=O)C(c1ccccc1)CC(c1ccccc1)=N3 (stereo not drawn)	108	75	5	105	96
8	COc1cccc(C2/C(=C(\O)c3ccc4c(c3)OCCO4)C(=O)C(=O)N2CCN(C)C)c1 (stereo not drawn)	105	99	21	115	106
9	O=C(CCNS(=O)(=O)c1cccc2nsnc12)N1CCc2ccccc21	95	101	-2	97	86[fluorescence artefact?]
10	Cc1cc(=O)oc(C)c1C(=O)NC12CC3CC(CC(C3)C1)C2	97	108	4	109	124[fluorescence artefact?]
11	CCOC(=O)N1CCN(S(=O)(=O)c2cc(Br)cc3c2N(C(=O)CC)CC3)CC1	107	93	10[fluorescence artefact?]	86	118
12	COc1ccc(CCNC(=O)c2cc(C(C)C)on2)cc1OC	104	91	8	107	101
13	COc1ccc(NC(=O)NCc2ccncc2)cc1	99	95	14	99	93
14	CN1CCN(CCCNC(=O)c2cc3c(=O)oc4ccccc4c3s2)CC1	105	87	1	93	103
15	Cc1cccc(OCC(=O)N/N=C\c2cc3c(cc2[N+](=O)[O-])OCO3)c1C	100	86	14	75	102

no.	sEH act	ERb SRC1 inh	Candida biofilm	ERa SRC1 inh
1	-2	1	7	-2
2	9	18	7	18
3	-14	11[fluorescence artefact?]	10	7[fluorescence artefact?]
4	3	2	7	2
5	-11	45[fluorescence artefact?]	4	3[fluorescence artefact?]
6	2	2	9	-2
7	-6	-7[fluorescence artefact?]	9	2
8	6	-25	4	-52[fluorescence artefact?]
9	16	24[fluorescence artefact?]	4	11
10	4	-11	3	-7
11	·	-3[fluorescence artefact?]	4	1[fluorescence artefact?]
12	·	-1	9	3
13	1	0	8	-7
14	·	-10	-1	-2
15	-73	6	-1	5

(further entries)
no.	Molecule	Fibroblast inh	H69AR inhibit	Smad3 inh	HUVEC inhibit	ERa SRC1 pot
16	O=C1CCc2cc(S(=O)(=O)N3CCN(c4cccc(Cl)c4)CC3)ccc2N1	98	58	1	85	123[fluorescence artefact?]
17	COc1ccc(C2C(C(=O)NC(C)C)c3ccccc3C(=O)N2C)cc1OC (stereo not drawn)	88	73	3	96	106
18	CC(C)NC(=O)C(C)n1cccc1C(=O)c1ccccc1 (stereo not drawn)	99	97	0	101	105
19	O=S(=O)(Nc1cccc2cn[nH]c12)c1ccc(F)cc1	104	107	2	103	117
20	Cn1cnnc1SCC(=O)N1CCC(Cc2ccccc2)CC1	93	91	1	92	124
21	Cc1ccccc1-c1nc(CS(=O)(=O)CC(=O)NCCCN2CCCC2)c(C)o1	98	99	-2	93	133
22	Cn1c(=O)c2c(nc(SCC(=O)O)n2Cc2cccc(C(F)(F)F)c2)n(C)c1=O	107	94	6	107	90
23	COC(=O)Cc1ccc(NC(=O)c2ccc(C(C)(C)C)cc2)cc1	79	67	5	66	103
24	O=S(=O)(c1ccc(Nc2ccc(-c3ccc4c(c3)OCCO4)nn2)cc1)N1CCCC1	65	21*	-6	16*	123
25	COc1cc(C(=O)N2CCN=C2c2ccccc2)cc(OC)c1OC	94	96	4	95	97
26	CC(Sc1nnc(-c2ccc(C(C)(C)C)cc2)n1C)C(N)=O (stereo not drawn)	91	86	14	89	97
27	O=C(NC1CCCC1)c1cnn2c(C(F)(F)F)cc(-c3ccc4c(c3)OCO4)nc12	84	17*	12[fluorescence artefact?]	28*	137[fluorescence artefact?]
28	CCOC(=O)Cc1nc2ccccc2[nH]1	100	95	7	98	98
29	CN(C)c1nc2n(c(=O)n1)C(C#N)CS2 (stereo not drawn)	98	·	-2	90	108
30	Cc1ccc2[nH]c(=O)c(C(c3nnnn3C(C)(C)C)N(Cc3ccco3)CC3CCCO3)cc2c1 (stereo not drawn)	94	96	-6	96	127

no.	sEH act	ERb SRC1 inh	Candida biofilm	ERa SRC1 inh
16	-2	29[fluorescence artefact?]	-1	18[fluorescence artefact?]
17	-1	-20	6	-35
18	-5	9	12	-4
19	0	-23	2	-26
20	3	-12	-4	-13
21	9	-12	16	-4
22	-8	31[fluorescence artefact?]	6	9
23	3	-8	0	-4
24	-2	9[fluorescence artefact?]	6	8[fluorescence artefact?]
25	14	-4	·	-1
26	16	0	7	-6
27	10	-32	-4	60*[fluorescence artefact?]
28	1	-3	3	-5
29	-4	0	-4	-29
30	7	-7	4	-18

(list continues)
no.	Molecule	Fibroblast inh	H69AR inhibit	Smad3 inh	HUVEC inhibit	ERa SRC1 pot
31	CC(C)CCNC(=O)CSc1nnc(-c2ccc(S(=O)(=O)N3CCCC3)cc2)n1C	109	98	8	102	105
32	O=C(NCc1ccc2c(c1)OCO2)c1cccc(S(=O)(=O)N2CCOCC2)c1	102	101	4	99	98
33	COC(=O)c1ccc(N2CCN(C)CC2)c(NC(=O)COc2ccc(OC)cc2)c1	93	·	8	91	116
34	O=C1CC(=O)CC(c2ccccc2Cl)C1	106	88	1	104	89[fluorescence artefact?]
35	Cc1cccc2nc(Cn3c(=O)n(CCC(=O)NCc4ccco4)c(=O)c4sccc43)cc(=O)n12	·	74	7	96	99
36	Cc1ccc(S(=O)(=O)/N=C(\CN2CCOCC2)N2CCOCC2)cc1	113	96	-11	90	77
37	Cn1c(CN2CCCC2)nc2cc(NC(=O)Nc3ccccc3)ccc21	98	85	-7	87	105[fluorescence artefact?]
38	O=C(NCc1ccco1)c1cnc2ccccn2c1=O	93	94	-9	89	88
39	Cc1cccc(Cn2c(N(C)CCO)nc3c2c(=O)[nH]c(=O)n3C)c1	99	95	-2	101	116
40	CCC(=O)OC1CSc2nc3ccccc3n2C1 (stereo not drawn)	102	100	-6	97	111
41	CC(C)(C)c1ccc(OC2=CS(=O)(=O)c3ccccc32)cc1	99	88	3	93	95
42	CCc1nnc(NC(=O)CSc2nnc(-c3ccoc3C)n2CC(C)C)s1	102	90	0	93	123
43	COc1cc(C2C(C#N)=C(N)Oc3n[nH]c(-c4ccccn4)c32)cc(OC)c1OC (stereo not drawn)	95	93	-6	96	97
44	O=C(Nc1ccccc1)c1ccc(S(=O)(=O)NCc2ccco2)cc1	98	91	10	105	108
45	COc1ccc(C2C3=C(CC(C)(C)CC3=O)Nc3cc4c(cc32)OCO4)cc1 (stereo not drawn)	100	101	0	96	81

no.	sEH act	ERb SRC1 inh	Candida biofilm	ERa SRC1 inh
31	-14	-7[fluorescence artefact?]	-1	1[fluorescence artefact?]
32	-47	-3	6	1
33	-1	6	-1	-4
34	·	0[fluorescence artefact?]	9	8
35	·	-5	3	2
36	12	13	9	6
37	-27	23	7	-6
38	·	11	4	-4
39	8	-8	6	-9
40	2	-1	-3	6
41	8	0	1	-2
42	·	-6[fluorescence artefact?]	3	-4
43	·	-6	1	5
44	12	-5[fluorescence artefact?]	8	-39
45	5	-5	7	-5

Given with two lines to a compound: entries from further up
Order of values – Fibroblast inh	H69AR inhibit	Smad3 inh	HUVEC inhibit	ERa SRC1 pot	sEH act	ERb SRC1 inh	Candida biofilm	ERa SRC1 inh
[33] COC(=O)c1ccc(N2CCN(C)CC2)c(NC(=O)COc2ccc(OC)cc2)c1
 : 93	·	8	91	116	-1	6	-1	-4
[34] O=C1CC(=O)CC(c2ccccc2Cl)C1
 : 106	88	1	104	89[fluorescence artefact?]	·	0[fluorescence artefact?]	9	8
[35] Cc1cccc2nc(Cn3c(=O)n(CCC(=O)NCc4ccco4)c(=O)c4sccc43)cc(=O)n12
 : ·	74	7	96	99	·	-5	3	2

Other entries
no.	Molecule	Fibroblast inh	H69AR inhibit	Smad3 inh	HUVEC inhibit	ERa SRC1 pot
46	COC(=O)CNS(=O)(=O)c1ccc(Cc2ccc(S(=O)(=O)NCC(=O)OC)cc2)cc1	92	106	-1	98	110
47	O=C(CSc1ncn[nH]1)Nc1ccccc1-c1ccccc1	101	108	7	114	94
48	CC(C)CC(=O)NCCCN1CCN(CCCNC(=O)CC(C)C)CC1	93	100	-4	100	110
49	Cc1cc(CN2C(=O)c3ccccc3C2=O)no1	100	94	0	102	123
50	CC(C)(C)SCCNC(=O)CN1C(=O)c2ccccc2S1(=O)=O	101	94	2	106	102
51	COc1ccc(N2CCN(CC(=O)Nc3cc4c(cc3C(C)=O)OCO4)CC2)cc1	100	87	9	89	111
52	COc1ccc(C2C(C#N)=C(N)Oc3cc(C)n(Cc4ccco4)c(=O)c32)cc1 (stereo not drawn)	94	101	-11	100	116
53	CCC1(CC)C(=O)NC(=O)NC1=Nc1cccc(OC)c1	100	98	-11	95	106
54	CCn1ncc(C2=NOC(C(=O)NCC(C)C)C2)c1C (stereo not drawn)	105	98	-29	95	101
55	CCOCCCNC(=O)CN1C(=O)CSc2ccccc21	96	99	-10	91	85
56	CC(C)N(Cc1nc(-c2ccccc2)no1)C(=O)C1CCCCC1	100	89	12	101	105

no.	sEH act	ERb SRC1 inh	Candida biofilm	ERa SRC1 inh
46	·	2	3	-5
47	0	-6	1	-2
48	-2	-5	7	-7
49	7	1[fluorescence artefact?]	7	1[fluorescence artefact?]
50	-10	-14	3	-9
51	-7	18	12	23
52	5	-8	2	-8
53	-6	5	11	1
54	1	-5	-1	-13
55	·	-3	16	-7
56	7	0[fluorescence artefact?]	3	10[fluorescence artefact?]

Reprinted at random: 3 compounds from above, in no set order.
no.	Molecule	Fibroblast inh	H69AR inhibit	Smad3 inh	HUVEC inhibit	ERa SRC1 pot
54	CCn1ncc(C2=NOC(C(=O)NCC(C)C)C2)c1C (stereo not drawn)	105	98	-29	95	101
53	CCC1(CC)C(=O)NC(=O)NC1=Nc1cccc(OC)c1	100	98	-11	95	106
56	CC(C)N(Cc1nc(-c2ccccc2)no1)C(=O)C1CCCCC1	100	89	12	101	105

no.	sEH act	ERb SRC1 inh	Candida biofilm	ERa SRC1 inh
54	1	-5	-1	-13
53	-6	5	11	1
56	7	0[fluorescence artefact?]	3	10[fluorescence artefact?]

This is a subset. The share of hits here may be higher or lower than overall.
